Assay outcomes: PubChem, several laboratories
PolyA inhibitor: yeast polyadenylation inhibition; calls only at 12 µM; 300,000 tested, 0.02% active; S. cerevisiae SKY197-pL101 polyadenylation reporter, beta-gal luminescence; efflux-impaired pdr1/pdr3 knockout yeast; score 100 = 6 SD above DMSO; AID 1875;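 active means lowest replicate activity score at least 50, where 100 means six control SD above control mean; inconclusive means lowest score under 50 but half or more replicates reach 50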;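 further: yeast exposed to compound for 9 h at 30 °C; higher score means more reporter readthrough which indicates perturbed polyadenylation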
MrgX1 PAM: allosterically activates human MrgX1 receptor signaling; Q96LB2; MrgX1-HEK293, Fluo-4 calcium flux, FDSS; active compounds read high; B-score at 10 µM; 310,000 tested, 0.63% active;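 active means plate-corrected calcium response at least 3 library SD above typical, normal starting fluorescence, not activating the receptor alone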;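 further: compound read alongside a low EC10 to EC30 dose of BAM8-22 agonist; peak minus trough fluorescence over baseline measured at the second addition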
TRPC4 act: TRPC4 (mouse) channel activation; AID 2237; 310,000 tested, 0.49% active; HEK293 TRPC4beta/mu-opioid, Fluo4 calcium fluorescence; active compounds read high; B-score at 10 µM; Q9QUQ5;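 active means B-score above 5 SD of library B-scores, and initial fluorescence ratio not above library mean plus 5 SD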;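 further: positive B-score marks a calcium rise read as TRPC4 activation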
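System – HEK293 cells stably co-expressing mouse TRPC4beta and mu-opioid receptor · Signal – Fluo4 calcium-sensitive dye fluorescence, kinetic, 1 Hz baseline · Benchmarks – buffer (low) and maximal DAMGO (high) · Read-out – B score of integrated fluorescence ratio per well · Incubation – dye loading 45 min room temperature, 110 s kinetic read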
TRPC6 act: activators of mouse TRPC6 channel. HEK293-TRPC6 membrane potential dye fluorescence; active compounds read high. AID 2550. 310,000 tested, 0.13% active. B-score at 10 µM;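 active means B-score of the integrated fluorescence ratio above library mean plus 3 SD, and starting fluorescence ratio within library mean plus 5 SD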;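 further: higher score means more depolarization so channel activation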
Target sequence (Q61143 whole entry, looked up): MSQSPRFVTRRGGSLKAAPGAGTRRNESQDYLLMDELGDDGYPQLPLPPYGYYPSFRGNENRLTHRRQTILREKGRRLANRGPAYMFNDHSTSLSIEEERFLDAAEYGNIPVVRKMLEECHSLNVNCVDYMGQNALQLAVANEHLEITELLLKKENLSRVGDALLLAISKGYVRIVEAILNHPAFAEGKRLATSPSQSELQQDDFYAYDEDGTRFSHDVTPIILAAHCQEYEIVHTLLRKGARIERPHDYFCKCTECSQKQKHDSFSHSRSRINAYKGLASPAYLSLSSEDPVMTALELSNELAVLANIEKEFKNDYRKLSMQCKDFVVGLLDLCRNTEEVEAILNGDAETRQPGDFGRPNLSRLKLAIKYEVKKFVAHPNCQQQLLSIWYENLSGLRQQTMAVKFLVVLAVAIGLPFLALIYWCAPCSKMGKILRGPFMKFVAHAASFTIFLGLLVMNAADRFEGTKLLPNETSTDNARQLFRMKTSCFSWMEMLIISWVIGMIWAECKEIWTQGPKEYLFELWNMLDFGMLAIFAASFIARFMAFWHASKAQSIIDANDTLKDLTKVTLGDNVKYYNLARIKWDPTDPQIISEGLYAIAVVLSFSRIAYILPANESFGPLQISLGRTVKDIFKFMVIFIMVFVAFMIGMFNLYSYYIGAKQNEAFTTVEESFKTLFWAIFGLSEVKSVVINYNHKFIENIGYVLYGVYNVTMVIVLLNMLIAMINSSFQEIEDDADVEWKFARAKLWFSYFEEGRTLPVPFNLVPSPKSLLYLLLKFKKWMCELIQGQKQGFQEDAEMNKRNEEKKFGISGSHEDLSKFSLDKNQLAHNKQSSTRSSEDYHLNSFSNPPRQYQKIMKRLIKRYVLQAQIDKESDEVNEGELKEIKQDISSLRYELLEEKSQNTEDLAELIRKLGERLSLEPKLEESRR
AI-2 QS modul: Vibrio harveyi AI-2 quorum sensing modulation; 300,000 tested, 0.4% active; activity change, % at 7.5 µM; Vibrio harveyi JMH597 AI-2 luminescence/OD600 ratio, 9 h; active compounds read low; strain lacks LuxN and CqsS sensors; 0 = neutral-control median; AID 2094; in the data active means activity change below about -75%, passing the limit was not always enough; inconclusive means no clear call, values can overlap the other calls;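 further: luminescence divided by OD600 gain over 9 h not by final OD600 alone; inactives centre near 13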
TRPC4 potent: TRPC4 (mouse) allosteric potentiation | Q9QUQ5 | HEK293 TRPC4beta/mu-opioid, DAMGO EC20, Fluo-4 Ca2+ flux; active compounds read high | B-score at 10 µM | 310,000 tested, 0.42% active;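 active means B-score of calcium response area above 5 SD of library B-scores, with initial fluorescence ratio within 5 SD of library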;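 further: B-score of integrated fluorescence ratio over time as area under calcium response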
TRPC4 inh: TRPC4 (mouse) channel inhibition | Q9QUQ5 | HEK293 TRPC4beta/mu-opioid, DAMGO-evoked Fluo4 calcium flux; active compounds read low | B-score at 10 µM | 300,000 tested, 0.39% active | AID 2247;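 active means B-score over 3 SD under the library average, no early fluorescence shift, positive overall ratio signal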
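System: stable TRPC4beta/mu-opioid receptor HEK293 cells; Dosing: single-point compound dosing; Measured by: Fluo4 Ca2+ flux fluorescence; Read-out basis: per-well B score of integrated baseline-normalized Fluo4 ratio.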
TRPC6 inhibitor: mouse TRPC6 channel inhibition. AID 2553. HEK293-TRPC6, membrane potential dye, ACh-evoked depolarization; active compounds read low. 310,000 tested, 1.1% active. Q61143. B-score at 10 µM;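 active means B-score under library mean minus 3 SD, initial fluorescence not abnormally high, positive integrated signal ratio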;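 further: B-score derived from integrated fluorescence ratio over the kinetic read; more negative B-score means stronger inhibition of depolarization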
MrgX1 antagonist: antagonists of human MrgX1 receptor | MRGX1-HEK293 calcium flux, Fluo-4, BAM8-22 antagonism; active compounds read low | 310,000 tested, 1.3% active | B-score at 10 µM | Q96LB2 | AID 588676;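 active means calcium-response B-score plate-corrected more than 3 library SD below zero, starting fluorescence within 5 deviations, no agonist response on first addition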;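 further: peak minus trough fluorescence over baseline after final BAM8-22 challenge near maximal dose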
MrgX1 agonist: agonists of human MrgX1 receptor. Q96LB2. MrgX1-HEK293 cells, Fluo-4 calcium fluorescence, agonist mode; active compounds read high. B-score at 10 µM. 310,000 tested, 0.44% active. AID 588627;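 active means calcium response B-score plate-corrected fluorescence ratio at least 3 library SD, with starting fluorescence B-score inside 5 SD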
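Assay system: MrgX1-expressing HEK293 cells / Amount: fifteen thousand cells per well / Doses: test compound in the initial addition of three / Timing: cells plated overnight, dye loaded 0.5 h 37 °C, 0.5 h room temperature / Technique: kinetic calcium dye fluorescence, Fluo-4 NW / Control set: positive and negative controls per plate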
HIF activator: HIF pathway transcriptional activation; U2OS HRE-luciferase reporter, luminescence; normalized: DMSO 0%, desferrioxamine 100%; activation, % at 7.5 µM (by protocol); 300,000 tested, 0.32% active;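 active means mean activation of at least 10% of the iron chelator positive control signal, with at least half of replicates also reaching 10%; inconclusive means mean and replicate majority disagree about reaching 10%; inactive means mean and most replicates under 10%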
* marks the source's active call; other numbers are inactive results; i = inactive; ? = inconclusive; . = not tested or not shown. A portion of the library; rates above refer to the full screens.

SMILES | MrgX1 antagonist | TRPC4 potent | TRPC4 inh | MrgX1 PAM | HIF activator | TRPC4 act | MrgX1 agonist | PolyA inhibitor | TRPC6 act | AI-2 QS modul | TRPC6 inhibitor
COc1cc(C(C(=O)NC(C)(C)C)N(Cc2ccc3c(c2)OCO3)C(=O)c2cnccn2)cc(OC)c1OC (stereo unspecified) | i | i | i | i | -0.1 | i | i | i | i | 17.0 | i
O=C(CN1CC(c2ccccc2)CC1=O)Nc1ccc2c(c1)OCO2 (stereo unspecified) | i | i | i | i | 0.3 | i | i | i | i | -10.6 | i
Cc1ccc(C(C)C)c(OC(=O)/C=C/c2ccccc2)c1 | i | i | i | i | -0.9 | i | i | i | i | -1.9 | i
N#C/C(=C\c1c(N2CCOCC2)nc2ccccn2c1=O)C(=O)NC1CCS(=O)(=O)C1 (stereo unspecified) | i | i | i | i | -0.3 | i | i | i | i | 18.1 | i
CCCCCn1c(SCC(=O)OCC)nc2cc(C(=O)NCc3ccco3)ccc2c1=O | i | i | i | i | -0.4 | i | i | i | i | 30.3 | i
CSc1ccc(CN2CCCC(CO)(Cc3ccccc3)C2)cc1 (stereo unspecified) | i | i | i | i | 0.1 | i | i | i | i | 26.0 | i
Clc1ncc(Cn2cccn2)s1 | i | i | i | i | -0.2 | i | i | i | i | 24.3 | i
CC(=O)Nc1cc(C(=O)N2CCc3ccccc3C2)ccc1Sc1ccc(Cl)cc1 | i | i | i | i | -0.6 | i | i | i | i | 0.3 | i
COC(=O)Cn1cnc2c(nnn2-c2ccc(C)cc2)c1=O | i | i | i | i | 0.1 | i | i | i | i | 30.5 | i
Cc1ccccc1-c1nnc(SCC(=O)N2CCCC2)o1 | i | i | i | i | 0.4 | i | i | i | i | 15.0 | i
CC12CCC(C(=O)N(NC(=O)c3ccccc3O)C1=O)C2(C)C (stereo unspecified) | i | i | i | i | 1.4 | i | i | i | i | 5.4 | i
Cc1ccc(-c2nnc(N3CCOCC3)c3ccccc23)cc1S(=O)(=O)NCC1CCCO1 (stereo unspecified) | i | i | i | i | -0.1 | i | i | i | i | 19.7 | i
O=C(N/C(=C\c1ccc(F)cc1)C(=O)N1CCOCC1)c1ccccc1 | i | i | i | i | -19.2 | i | i | i | i | 10.3 | i
Cc1cc(/C=C2/NC(=O)N(Cc3ccccc3F)C2=O)c(C)n1-c1ccccn1 | i | i | i | i | -0.4 | i | i | i | i | -1.0 | i
CCOc1ccccc1NC(=O)c1nnn(CC(=O)Nc2ccc3c(c2)OCO3)c1N | i | i | i | i | -0.2 | i | i | i | i | 5.5 | i
CN(C)c1cccc(C(=O)OCc2cc(=O)oc3cc(O)ccc23)c1 | i | i | i | i | 0.2 | i | i | . | i | 13.6 | i
CN(CC(=O)Nc1ncn[nH]1)S(=O)(=O)c1cc(Cl)ccc1Cl | i | i | i | i | -0.4 | i | i | i | i | 11.9 | i
CCn1c2ccc(F)cc2c2nnc(SCCN3CCCCC3)nc21 | i | i | i | i | -1.5 | i | i | i | i | 27.4 | -5.77*
CCn1c(SCC(=O)c2c[nH]c3ccccc23)nc2cc(S(=O)(=O)N3CCOCC3)ccc21 | i | i | i | i | -0.1 | i | i | i | i | 25.5 | i
O=C(c1cccc2c1-c1ccccc1C2)N1CCCCC1 | i | i | i | i | -0.3 | i | i | i | i | 5.6 | i
N#C/C(=N\Nc1ccccc1)C(=N)N1CCOCC1 | i | i | i | i | 1.3 | i | i | i | i | 1.8 | i
CC(C)c1ccc(-c2cc(C(=O)NN3CCN(C)CC3)c3ccccc3n2)cc1 | i | i | i | i | 1.5 | i | i | i | i | 26.9 | i
Oc1ccccc1/C=N/NC(=S)NC1CC2C=CC1C2 (stereo unspecified) | i | i | i | i | 4.2 | i | i | i | i | -1.1 | i
CC(C)N(C(=O)Cn1c(Cl)nc2ccccc21)C(C)C | i | i | i | i | -0.7 | i | i | i | i | 20.2 | i
Cc1ccccc1NS(=O)(=O)c1cc(C(=O)NCCC2=CCCCC2)ccc1C | i | i | i | i | -0.3 | i | i | i | i | 13.2 | i
O=C(COC(=O)c1ccc2c(c1)OCO2)NCc1ccc(Cl)cc1 | i | i | i | i | -3.2 | i | i | i | i | 27.0 | i
O=C(CCCN1C(=O)/C(=C/c2ccccc2Cl)SC1=S)NNC(=O)c1ccccc1 | i | i | i | i | -6.1 | i | i | i | i | 22.2 | i
COC(=O)c1c(-c2ccc(F)cc2)csc1NC(=O)c1ccco1 | i | i | i | 21.5* | 4.1 | i | i | i | i | -9.9 | i
CC(=O)c1c(C)[nH]c(C(=O)N2CCc3ccccc32)c1C | i | i | i | i | 0.2 | i | i | i | i | . | i
CN(CC(=O)NCCc1ccc(S(N)(=O)=O)cc1)S(=O)(=O)/C=C/c1ccccc1 | i | i | i | i | -0.3 | i | i | i | i | 28.1 | i
Cc1onc(C(=O)Nc2c(C)n(C)n(-c3ccccc3)c2=O)c1[N+](=O)[O-] | i | i | i | i | -0.5 | i | i | i | i | 17.7 | i
CCOc1nc2ccccc2cc1C=O | i | i | i | i | 2.4 | i | i | i | i | 31.8 | i
COc1ccc(-c2noc(CN3CCN(C(=O)c4cccs4)CC3)n2)c(OC)c1OC | i | i | i | i | 0.1 | i | i | i | i | 6.5 | i
C/C(=N\N1CCN(c2ccccc2)CC1)c1ccccc1O | i | i | i | i | 0.2 | i | i | i | i | 11.7 | i
Cc1ccc(-n2c([O-])nc(-[n+]3ccccc3)c2C=O)cc1 | i | i | i | i | 0.9 | i | i | i | i | 5.3 | i
Nc1ccc(-c2nc3ncccc3o2)c(Cl)c1 | i | i | i | i | 2.0 | i | i | i | i | 32.4 | i
CCOC(=O)c1cc(S(=O)(=O)NCCc2ccc(OC)c(OC)c2)cn1C | i | i | i | i | -0.4 | i | i | i | i | 28.5 | i
COc1ccc(C2=NOC(C(=O)NCc3ccco3)C2)cc1OC (stereo unspecified) | i | i | i | i | 0.8 | i | i | i | i | 9.0 | i
COCCC(=O)N1CCC(Oc2ccc(C(=O)NCCSC)cc2)CC1 | i | i | i | i | -22.8 | i | i | i | i | 8.9 | i
CCCCN(C(=O)CSc1nnc(-c2ccccc2)n1C)c1c(N)n(Cc2ccccc2)c(=O)[nH]c1=O | i | i | i | i | -0.4 | i | i | i | i | 13.1 | i
COCC(=O)Oc1c(Sc2ccccc2[N+](=O)[O-])c(C)nn1C(C)(C)C | i | i | i | i | -0.1 | i | i | i | i | 11.3 | i
COc1ccc(O)c(-c2[nH]ncc2C(=O)c2ccccc2)c1 | i | i | i | i | 0.1 | i | i | i | i | 14.9 | i
Cn1c(SCC(=O)NC(=O)Nc2ccccc2)nnc1-c1ccncc1 | i | i | i | i | -0.4 | i | i | i | i | 4.3 | i
NCCNc1ccc([N+](=O)[O-])cc1 | i | i | i | i | 0.0 | 62* | i | i | i | 2.4 | i
CC(=O)NCCc1nc2ccccc2n1Cc1ccccc1 | i | i | i | i | -0.2 | i | i | i | i | 19.9 | i
CCOc1ccc2c(CC)cc(=O)oc2c1OCC | i | i | i | i | -0.8 | i | i | i | i | 13.5 | i
CN1CCN(C(=O)C2=C[C@@H](c3ccc(C(F)(F)F)cc3)C[C@@H](OCc3ccc(CO)cc3)O2)CC1 | i | i | i | i | 1.0 | i | i | i | i | -3.8 | i
CCOc1cccc(C(=O)NC2CCCCC2)c1 | i | i | i | i | 2.1 | i | i | i | i | 7.1 | i
O=C(Cc1ccccc1)NCC(=O)OCC(=O)c1cccc([N+](=O)[O-])c1 | i | i | i | i | 0.6 | i | i | i | i | 25.4 | i
Cc1ccc(C2C(C#N)=C(N)N(c3cccnc3)C3=C2C(=O)CCC3)s1 (stereo unspecified) | i | i | i | i | 0.1 | i | i | i | i | 20.1 | i
Cc1cccc(NS(=O)(=O)c2ccc(C3CCCCC3)cc2)n1 | i | i | i | i | 0.1 | i | i | i | i | ? | i
Cc1nn(-c2ccccc2)c(C)c1/C=N/NC(=O)c1ccccc1NS(=O)(=O)c1cccs1 | i | i | i | i | 0.3 | i | i | i | i | 43.9 | i
CCN1CCN(C(=S)NC(CC(=O)c2ccccc2)c2ccccc2)CC1 (stereo unspecified) | i | i | i | i | 0.9 | i | i | i | i | 5.8 | i
COc1cc(/C=C2/SC(=S)N(c3c(C)n(C)n(-c4ccccc4)c3=O)C2=O)ccc1O | i | i | i | i | -0.3 | i | 35.7* | i | i | 20.7 | i
COc1ccc(C(=O)Nc2ccccc2C(=O)N2CCCCC2C)cc1 (stereo unspecified) | i | i | i | i | -0.1 | i | i | i | i | 26.6 | i
Nc1nc2c3ccccc3nc(Cc3ccccc3)n2n1 | i | i | i | i | -0.6 | i | i | i | i | 17.2 | i
O=C(CN1C(=O)NC(Cc2c[nH]c3ccccc23)C1=O)Nc1cccc(S(=O)(=O)N2CCCC2)c1 (stereo unspecified) | i | i | i | i | -0.4 | i | i | i | i | 25.4 | i
O=C(O)c1cccc(S(=O)(=O)Nc2ccc(S(=O)(=O)N3CCOCC3)cc2)c1 | i | i | i | i | -0.2 | i | i | i | i | 22.7 | i
COc1ccc(CN2C(=O)N(c3ccc(OC)cc3)C(=O)C2CC(=O)Nc2ccccc2)cc1 (stereo unspecified) | i | i | i | i | 0.0 | i | i | i | i | 18.6 | i
CCOCCCNC(=O)c1cc2c(-c3ccc(Cl)cc3)nn(C)c2s1 | i | i | i | i | . | i | i | i | i | 9.0 | i
COc1ccc(CN(C)C(=O)c2sccc2-c2ccccc2)c(OC)c1 | i | i | i | i | 0.5 | i | i | i | i | 9.7 | i
Cc1ccc(S(=O)(=O)N2CCN(C(=O)CSc3nnc(C)c(=O)[nH]3)CC2)cc1 | i | i | i | i | -0.1 | i | i | i | i | 31.9 | i
CC(CN1CCCC(C(N)=O)C1)c1ccccc1 (stereo unspecified) | i | i | i | i | 0.3 | 131* | i | i | i | 21.1 | i
